# Bioassay records: PubChem BioAssay, National Center for Advancing Translational Sciences (NCATS)
# TDP1 cell noCPT = qHTS for Inhibitors of human tyrosyl-DNA phosphodiesterase 1 (TDP1): qHTS in cells in absence of CPT. DT40 Tdp1-/- hTDP1 cells, no CPT, ATP luminescence, 48 h. Potency, µM (highest dose often 46.2 µM), without a hit: at the highest dose activity change, negative = growth inhibition, usual class: inhibitors. hit rate 15% among 420,000; also: nearly all actives have a fitted effect of over 55% in size
#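 Chicken DT40 Tdp1-/- cells complemented with human TDP1, screened without camptothecin (DMSO vehicle only), 400 cells/well. Compounds pin-transferred, cells incubated at 37 °C for at least 48 hr. Growth read as ATP-dependent luminescence (CellTiter-Glo, 30 min at RT).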
# N370S GC mod = qHTS Assay for Inhibitors and Activators of N370S glucocerebrosidase as a Potential Chaperone Treatment of Gaucher Disease; AID 2101, 2009; N370S GC spleen homogenate, 4MU-glucoside fluorescence; Potency, µM (doses to about 59.4 µM), for inactives: at the top dose activity change, negative = inhibition, hits mostly inhibitors; hit rate 0.092% among 330,000;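 also: 0% = full enzyme activity and -100% = no enzyme basal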
# TDP1 inh = qHTS Assay for Inhibitors of Tyrosyl-DNA Phosphodiesterase (TDP1); hit rate 0.28% among 350,000; Potency, µM (top dose mostly 130 µM), for inactives: at the top dose activity change, negative = inhibition, actives largely listed as inhibitors; AID 485290, 2010; Tyrosyl-DNA phosphodiesterase 1 (Homo sapiens), Q9NUW8; recombinant TDP1, AlphaScreen DNA substrate cleavage; also: nearly all actives have a fitted effect of over 40% in size
# Target sequence (Q9NUW8 whole entry, looked up): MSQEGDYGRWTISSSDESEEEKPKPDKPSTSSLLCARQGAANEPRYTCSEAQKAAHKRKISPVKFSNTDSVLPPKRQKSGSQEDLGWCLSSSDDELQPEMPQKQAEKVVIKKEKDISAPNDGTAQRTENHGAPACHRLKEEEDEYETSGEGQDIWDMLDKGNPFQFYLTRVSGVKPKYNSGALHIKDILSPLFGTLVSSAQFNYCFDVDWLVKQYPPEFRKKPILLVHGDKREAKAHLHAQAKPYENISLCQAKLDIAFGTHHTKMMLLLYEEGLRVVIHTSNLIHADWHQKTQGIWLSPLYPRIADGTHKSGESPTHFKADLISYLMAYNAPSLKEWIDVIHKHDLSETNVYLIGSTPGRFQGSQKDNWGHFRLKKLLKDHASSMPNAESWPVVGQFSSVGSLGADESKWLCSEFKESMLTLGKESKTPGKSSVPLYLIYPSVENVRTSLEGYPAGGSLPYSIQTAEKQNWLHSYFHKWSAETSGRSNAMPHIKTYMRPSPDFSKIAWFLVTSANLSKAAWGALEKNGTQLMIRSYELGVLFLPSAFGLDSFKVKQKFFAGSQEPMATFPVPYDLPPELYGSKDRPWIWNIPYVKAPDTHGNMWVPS
#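 Tdp1 1 nM final; 15 min RT w/ cpd; substrate 15 nM, 5 min; beads 10 ug/ml, 10 min; AlphaScreen read. Neg ctrl: no enzyme.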
# * = called active by the depositor; ? = inconclusive; . = no result given; & = joins results of further samples; [ ] = dose if it differs, or a comment. Calls follow the shape of the dose curve; as a rule, active = well fitted curve in the direction sought with a large enough effect; inconclusive = small, poorly fitted or top-dose-only effect, or another doubt; inactive = no such curve, though single readings can be large; an effect the other way counts as inactive or inconclusive. Unless noted, % is scaled to controls: 0 for no effect and ±100 for the full control effect; potency is read from the fitted curve at half-maximal effect. Some of the compounds tested (hit frequency here may not be typical).
# Every second line gives: TDP1 cell noCPT, N370S GC mod, TDP1 inh
> O=C(CC1S/C(=N\S(=O)(=O)c2ccccc2)N(c2ccccc2)C1=O)Nc1ccc(F)cc1 (stereo not given)
→ -28.2%, -7.3%, 4.2%
> Cc1cccc(N2C(=O)C3C4C=CC(C5CC45)C3C2=O)n1 (stereo not given)
→ -1.3%, 27.0%, 8.2%
> CCc1cccc(C)c1NC(=O)c1cc(S(=O)(=O)N2CCN(c3ccccc3)CC2)ccc1F
→ 9.2µM*, ., 7.8%
> CCOC(=O)CCc1c(C)nc2cc(-c3ccccc3OC)[nH]n2c1=O
→ ?, -3.8%, 0.0%
> O=C1Nc2ccccc2/C1=C/c1ccnc2ccccc12
→ ?, 1.2%, .
> Cc1ccc(NC(=O)CCc2nc(-c3ccccc3F)no2)c(C)c1
→ ?, ., 2.5%
> COc1cc2nc(=S)n3[nH]c(COc4ccccc4C)nc3c2cc1OC
→ 5.8µM*, -1.4%, 8.1%
> CCOc1ccc(Cn2nnc(C(=O)Nc3cc(C)cc(C)c3)c2N)cc1
→ 7.4%, -3.7%, 4.3%
> CN(Cc1ccccc1)C(C(=O)NC1CCCCC1)c1ccc(Cl)cc1 (stereo not given)
→ -19.2%, ., 5.9%
> O=[N+]([O-])c1ccc(N2CCC(=NOCc3ccc(Cl)cc3)CC2)cc1
→ 10.3µM*, 16.6%, -1.0%
> O=C(N/N=C1/C[C@@H](O)[C@@H](O)[C@@H]2[C@@H]3C(=O)N(Cc4ccc5c(c4)OCO5)C(=O)[C@H]3CC[C@H]12)OCc1ccccc1
→ ., 9.4%[12.8 µM], 9.0%[21 µM]
> Cc1cc(C)c(OCCNCc2ccccc2)c(C)c1
→ ?, -10.7%, .
> Cc1cccc(C(=O)NNC(=O)c2ccc(Cl)cc2)c1O
→ 20.6µM*, 20.0%, 4.1%
> Cc1cccc(NC(=O)c2ccc(F)c(S(=O)(=O)N3CCC4(CC3)OCCO4)c2)c1
→ ?, -21.3%, 3.7%&2.6%
> Cc1cc(C)cc(NC(=O)CSc2nc3nccnc3c(=O)n2CCc2c[nH]c3ccccc23)c1
→ 7.31µM*, ., -1.3%
> Cn1c(=O)n(Cc2ccc(F)cc2)c(=O)c2c1nc1n2CCCN1C1CCCCC1
→ 20.6µM*, 17.6%, 4.2%
> Cc1ccc(NC(=O)Cn2cc(S(=O)(=O)c3ccccc3)c(=O)c3cc(F)ccc32)cc1
→ -17.3%, 15.2%, 2.6%
> Cc1ccc2nc(NC(=O)C3=NN(c4ccccc4)C(=O)CC3)sc2c1
→ -13.4%, 0.3%, 0.0%
> Cc1[nH]n(-c2ccccc2)c(=O)c1CCOC(=O)c1cccc(C(F)(F)F)c1
→ -14.6%, -4.7%, 1.0%
> CC[C@@H](C)[C@H](CN[C@H](CNC)C(C)C)NC[C@@H](C)c1ccc(CC(C)C)cc1
→ 1.46µM*, -13.7%, .
> O=C(c1cnccn1)N1CCC2(CCCN(Cc3nccs3)C2)CC1
→ -7.0%, 1.4%, .
> COCCN=c1scc(-c2ccccc2)n1/N=C/c1c[nH]c2ccccc12
→ ?, 11.7%, 5.4%
> CC1CN(C(=O)Cn2cc(S(=O)(=O)CC(=O)N(C)c3ccccc3)c3ccccc32)CC(C)O1 (stereo not given)
→ 0.0%, -2.1%, 3.6%
> Cc1ccccc1SCC(=O)N/N=C/c1ccc(F)cc1
→ 3.8%, -2.1%, .
> Cc1cc(NC(=O)c2cccc3c2C(=O)N(C2CCCCC2)C3)ccc1Br
→ 17.1%, 0.1%, -1.6%
> O=C(Nc1ccc2nsnc2c1)N1CCCCC1
→ -1.3%, 4.2%, 0.0%
> CC(NC(=O)c1ccc2c(c1)CCN2S(=O)(=O)c1ccc(Cl)cc1)c1ccccc1 (stereo not given)
→ ?, ., 0.0%
> CCOc1cc(NC(=S)Nc2cccc(C)c2)c(OCC)cc1NC(=O)CC(C)C
→ -29.6%, 16.9%, 4.3%
> CC(C)(C)[C@H]1C=C(C(=O)N2CCN(Cc3ccccc3)CC2)O[C@@H](OCc2ccc(CO)cc2)C1
→ ?, ?, 1.3%
> O=C(CCNS(=O)(=O)c1cccc(Cl)c1)OCC(=O)N1CCN(C(=O)c2ccco2)CC1
→ 0.9%, ., -5.5%[56.1 µM]
> CCc1ccc2oc(=O)cc(CN3CCOCC3)c2c1
→ -23.1%, 4.7%, 0.0%
> CCN(CC)c1ccc(/C=N/NC(=O)c2cnccn2)c(O)c1
→ 4.11µM*, -18.1%, .
> CCCCNC(=O)c1ccc2c(c1)ncn2-c1cc(OC)ccc1OC
→ ?, ., 7.8%
> CN(C)C(=O)CCc1ccc2c3c([nH]c2c1)[C@]1(C)[C@@H](C(=O)N2CCCCC2)C[C@H](CC(=O)NCCc2ccccn2)C(=O)N1CC3
→ -9.2%, ., 0.1%[56.1 µM]
> COc1cccc(C2CC(c3ccccc3C)n3nc(N)nc3N2)c1 (stereo not given)
→ -0.9%, 0.0%, 8.7%
> CCC1CCCCN1C(=O)NC(=O)c1ccccc1 (stereo not given)
→ 10.4%, -0.6%, 4.0%
> Cc1ccc(NS(=O)(=O)c2ccc3c(c2)NC(=O)CC(=O)N3)cc1C
→ 2.2%, -21.0%, 2.9%
> COc1cc(-c2nc(-c3ccc4c(c3)-c3ccccc3S4(=O)=O)c(-c3ccccc3)[nH]2)cc(OC)c1OC
→ 7.31µM*, -0.1%, 7.0%
> COc1ccc(S(=O)(=O)Nc2cc(SCC(=O)O)c(O)c3ccccc23)cc1
→ 5.17µM*, -9.3%, .
> CNc1oc(-c2ccccc2Cl)nc1C#N
→ -12.2%, 2.2%, 6.0%
> O=C(O)CSC12CC3CC(C1)CC(C(=O)O)(C3)C2
→ -6.3%, 5.5%, 2.0%
> CCOC(=O)c1ccc(N=C2SC(C(=O)NC)CC(=O)N2CCc2ccccc2)cc1 (stereo not given)
→ ?, -0.7%, 3.7%
> O=c1[nH]c(/C=C\c2cccnc2)c([N+](=O)[O-])c(=O)[nH]1
→ ?, 1.8%, 2.7%
> O=C(/C=C/c1ccco1)NCC1COc2ccccc2O1 (stereo not given)
→ ?, 6.8%, 8.4%
> CC1CCCC(C)N1NC(=S)Nc1ccc(OC(F)F)cc1 (stereo not given)
→ ?, 11.4%, 9.1%
> CSc1ncccc1C(=O)OCc1nc2ccsc2c(=O)[nH]1
→ -18.2%, 0.2%, 3.3%
> Cc1nn(CC(=O)NCc2ccccc2)c(=O)c2cccn12
→ 8.0%, 3.5%, 3.5%
> Cc1c(C2C(C#N)=C(N)OC3=C2C(=O)CCC3)cnn1C (stereo not given)
→ 10.1%, -16.8%, -2.6%
> c1ccc(-c2nc(-c3ccc(-c4ccon4)s3)no2)cc1
→ -10.8%, 2.1%, 2.5%
> C/C(=N\Nc1ccc(S(=O)(=O)Nc2ccccc2)cc1[N+](=O)[O-])c1ccc(N2CCOCC2)cc1
→ 2.59µM*, -2.8%, 7.2%
> O=C(CCC(=O)Nc1ccccc1)NNC(=O)CCc1ccccc1
→ -1.2%, -2.6%, 0.0%
> CCc1ccc(CN2CCC(C(=O)Nc3ccc(Oc4ccccc4)nc3)CC2)o1
→ 23.1µM*, -2.6%, 7.9%
> Cc1csc(Nc2ccccc2)[n+]1C
→ 9.4%, -6.1%, 6.3%
> CCN(CC)S(=O)(=O)c1ccc(OCC(=O)NCc2ccco2)cc1
→ -18.9%, -4.9%, 5.6%
> Cc1ccc(CNc2nc3ccc(Cl)cc3n3cnnc23)cc1
→ ?, ., 5.1%
> CN(C)/N=C/c1ccc(OC(=O)c2cccc([N+](=O)[O-])c2)cc1
→ -6.9%, -1.7%, 2.4%

# 3 structures already listed, ordered by SMILES length, descending.
# Every second line gives: TDP1 cell noCPT, N370S GC mod, TDP1 inh
> CCOC(=O)c1ccc(N=C2SC(C(=O)NC)CC(=O)N2CCc2ccccc2)cc1 (stereo not given)
→ ?, -0.7%, 3.7%
> O=C(CCC(=O)Nc1ccccc1)NNC(=O)CCc1ccccc1
→ -1.2%, -2.6%, 0.0%
> O=C(/C=C/c1ccco1)NCC1COc2ccccc2O1 (stereo not given)
→ ?, 6.8%, 8.4%

# 14 structures from above, arranged by count of non-hydrogen atoms, falling:
# Every second line gives: TDP1 cell noCPT, N370S GC mod, TDP1 inh
> CN(C)C(=O)CCc1ccc2c3c([nH]c2c1)[C@]1(C)[C@@H](C(=O)N2CCCCC2)C[C@H](CC(=O)NCCc2ccccn2)C(=O)N1CC3
→ -9.2%, ., 0.1%[56.1 µM]
> COc1cc(-c2nc(-c3ccc4c(c3)-c3ccccc3S4(=O)=O)c(-c3ccccc3)[nH]2)cc(OC)c1OC
→ 7.31µM*, -0.1%, 7.0%
> C/C(=N\Nc1ccc(S(=O)(=O)Nc2ccccc2)cc1[N+](=O)[O-])c1ccc(N2CCOCC2)cc1
→ 2.59µM*, -2.8%, 7.2%
> CCOC(=O)c1ccc(N=C2SC(C(=O)NC)CC(=O)N2CCc2ccccc2)cc1 (stereo not given)
→ ?, -0.7%, 3.7%
> CCc1ccc(CN2CCC(C(=O)Nc3ccc(Oc4ccccc4)nc3)CC2)o1
→ 23.1µM*, -2.6%, 7.9%
> COc1ccc(S(=O)(=O)Nc2cc(SCC(=O)O)c(O)c3ccccc23)cc1
→ 5.17µM*, -9.3%, .
> Cc1ccc(NS(=O)(=O)c2ccc3c(c2)NC(=O)CC(=O)N3)cc1C
→ 2.2%, -21.0%, 2.9%
> Cc1ccc(CNc2nc3ccc(Cl)cc3n3cnnc23)cc1
→ ?, ., 5.1%
> Cc1nn(CC(=O)NCc2ccccc2)c(=O)c2cccn12
→ 8.0%, 3.5%, 3.5%
> Cc1c(C2C(C#N)=C(N)OC3=C2C(=O)CCC3)cnn1C (stereo not given)
→ 10.1%, -16.8%, -2.6%
> O=c1[nH]c(/C=C\c2cccnc2)c([N+](=O)[O-])c(=O)[nH]1
→ ?, 1.8%, 2.7%
> O=C(O)CSC12CC3CC(C1)CC(C(=O)O)(C3)C2
→ -6.3%, 5.5%, 2.0%
> CNc1oc(-c2ccccc2Cl)nc1C#N
→ -12.2%, 2.2%, 6.0%
> Cc1csc(Nc2ccccc2)[n+]1C
→ 9.4%, -6.1%, 6.3%
